GAA glycogen mod = alters human alpha-glucosidase cleavage of glycogen; AID 2100; actives 0.38% (n = 300,000); P10253; recombinant GAA, glycogen substrate, Amplex Red glucose oxidase fluorescence; Potency, µM (top dose mostly 76.4 µM), for the others: at the highest dose activity change, negative = inhibition, hits mostly inhibitors;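 also: potency is read from the fitted curve at half-maximal effect; 0% = full enzyme reaction and -100% = no-enzyme basal signal; the screen sought inhibitors and activators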
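Recombinant human alpha-glucosidase (4 nM final) hydrolysed bovine liver glycogen (30 ug) for 40 min at 37 C in pH 5.0 citrate/phosphate with 0.01% Tween-20. Released glucose detected by glucose oxidase/Amplex Red, Ex 573/Em 610 nm. Compounds up to 77 uM; AC50 from Hill fits.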
HttQ103 aggreg = mutant huntingtin aggregation inhibition; PC12 HttQ103-GFP aggregates, Acumen cytometry, 40 h; Potency, µM (titrated, usually from 46.1 µM), for the others: at the top dose activity change, negative = inhibition, usual class: inhibitors; actives 1.1% (n = 220,000); AID 1688; also: potency is read from the fitted curve at half-maximal effect; % is scaled to controls: 0 for no effect and ±100 for the full control effect; nearly all actives have a fitted effect of over 60% in size
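PC12/HTTQ103-GFP, ecdysone-inducible; teb 100 nM; cpd qHTS titration; GFP aggregates read on laser cytometer, Ex 488/Em 500-530 nm.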
GAA spleen mod = lysosomal alpha-glucosidase (human) modulation | Potency, µM (highest dose often 79.9 µM), for the others: top-dose activity change, negative = inhibition, hits mostly inhibitors | human spleen homogenate, 4-MU-alpha-glucoside fluorescence | P10253 | actives 0.006% (n = 240,000);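 also: potency is read from the fitted curve at half-maximal effect; 0% = enzyme with vehicle and -100% = no enzyme basal signal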
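Compounds were titrated against alpha-glucosidase in spleen homogenate at pH 5.0, with 1 mM 4-methylumbelliferyl substrate for 40 min at 37 C. Reactions were quenched with pH 10 NaOH/glycine and fluorescence measured.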
GAA inhib = alpha-glucosidase (human) inhibition | Potency, µM (highest dose often 76.9 µM), without a hit: at the highest dose activity change, negative = inhibition, usual class: inhibitors | AID 1466 | purified human GAA, 4-MU-alpha-glucoside fluorescence | actives 0.005% (n = 200,000);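 also: potency is read from the fitted curve at half-maximal effect; plate controls were uninhibited enzyme wells for no effect and no-enzyme background for full effect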
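Read-out is 4-methylumbelliferone fluorescence (Ex 365/Em 440 nm) after NaOH/glycine stop at pH 10. Enzyme 4 nM, substrate 400 uM, pH 5.0 citrate buffer, 20 min room temperature; AC50 from Hill-equation concentration-response.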
HTT ATP protect = Huntington cell model cytoprotection by ATP luminescence. PC12 HTT-Q103 induced, cytoprotection, ATP luminescence, 40 h. Potency, µM (top dose mostly 56.4 µM), inactives show cytoprotection (ATP increase), most hits filed as activators. actives 0.14% (n = 230,000);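 also: potency is read from the fitted curve at half-maximal effect; % of control where 0% means no effect; nearly all actives have a fitted effect of over 45% in size; toxic huntingtin expression switched on by the ecdysone agonist tebufenozide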
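Readout: ATPlite luminescence (ATP level). Model: stable PC12, inducible Htt exon1 Q103-GFP. Inducer: tebufenozide, 100 nM final. Compounds: dose series. No G418 in medium.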
CBFb RUNX1 block = CBF-beta/RUNX1 interaction disruption; 230,000 tested, under 10 active; Potency, µM (series often up to 59.8 µM), without a hit: top-dose activity, negative = inhibition, hits mostly inhibitors; AlphaScreen CBFb-His/RUNX1-biotin binding, biochemical; Q01196+Q13951; AID 1477; also: % of control where 0% means no effect
Target sequence (Q01196 whole entry, looked up): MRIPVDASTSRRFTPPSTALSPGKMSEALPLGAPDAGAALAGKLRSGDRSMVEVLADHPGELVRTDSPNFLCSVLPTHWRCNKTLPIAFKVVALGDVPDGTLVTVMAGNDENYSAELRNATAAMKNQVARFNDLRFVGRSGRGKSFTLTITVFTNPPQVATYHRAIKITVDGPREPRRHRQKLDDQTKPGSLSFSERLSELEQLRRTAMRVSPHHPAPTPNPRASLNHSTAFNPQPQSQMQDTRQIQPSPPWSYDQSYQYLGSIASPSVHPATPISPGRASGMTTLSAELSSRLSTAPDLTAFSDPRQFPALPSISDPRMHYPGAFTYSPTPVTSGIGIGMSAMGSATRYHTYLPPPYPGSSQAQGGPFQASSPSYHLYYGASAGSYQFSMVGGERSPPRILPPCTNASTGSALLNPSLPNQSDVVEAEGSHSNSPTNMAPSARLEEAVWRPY
Target sequence (Q13951 whole entry, looked up): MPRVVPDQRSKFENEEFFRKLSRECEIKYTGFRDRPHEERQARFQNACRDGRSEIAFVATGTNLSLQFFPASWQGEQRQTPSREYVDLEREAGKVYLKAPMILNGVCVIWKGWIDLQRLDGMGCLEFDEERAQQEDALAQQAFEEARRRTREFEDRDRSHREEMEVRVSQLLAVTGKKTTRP
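CBFb-His/RUNX1-biotin, 30 nM each, preincubated 20 min RT; compound 15 min RT; Ni + streptavidin beads 50 ng each, 90 min RT; AlphaScreen read.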
Lamin A splicing = changes lamin A minigene splicing in HeLa cells; HeLa LMNA splicing GFP/RFP minigene ratio, 48 h; actives 0.01% (n = 200,000); Potency, µM (series often up to 46.1 µM), inactives show at the highest dose ratio change, negative = inhibition, actives largely listed as inhibitors; AID 1487; active = well fitted inhibition curve with a large enough effect in the signal ratio, with a control signal flat, not every such curve was filed as active; inconclusive = small, poorly fitted or top-dose-only effect, or effect the other way, or a change in a side signal; the % refers to the signal ratio; also: potency is read from the fitted curve at half-maximal effect; % is scaled to controls: 0 for no effect and ±100 for the full control effect
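S3 HeLa cells stably expressing lamin A-EGFP splicing minigene plus DsRed2, 600 cells/well, 48 h compound exposure at 37C. Laser-scanning cytometry; analysed as GFP (500-530 nm)/RFP (575-640 nm) total intensity ratio; 0.5% DMSO vehicle.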
* = called active by the depositor; ? = inconclusive; / = not tested or not shown; [ ] = another dose, or the depositor's remark. Unless noted, calls follow the shape of the dose curve; as a rule, active = well fitted curve in the direction sought with a large enough effect; inconclusive = small, poorly fitted or top-dose-only effect, or another doubt; inactive = no such curve, though single readings can be large; an effect the other way counts as inactive or inconclusive.

1: CCOc1ccccc1C1C(C(=O)Nc2ccccc2OC)=C(C)Nc2nc(CCCO)nn21 (stereo not drawn)
2: Cc1ccc(S(=O)(=O)N2CCOCC2)cc1C(=O)Nc1nc2ccccc2[nH]1
3: N#Cc1cccc(-c2nccc(NCc3cccs3)n2)c1
4: CCCCNC(=O)C1CCCN(S(=O)(=O)c2c(C)noc2/C=C/c2cccs2)C1 (stereo not drawn)
5: COc1ccc(CNC(=O)c2ccc(N3CCCC3=O)cc2)cc1
6: O=C(C1=C(O)C(=O)N(c2nccs2)C1c1ccccc1)c1cc2ccccc2o1 (stereo not drawn)
assay / entry	1	2	3	4	5	6
GAA glycogen mod	5%	-2%	/	2%	3%	-6%
HttQ103 aggreg	-2%	-8%	/	-19%[9.22 µM]	15%	1%[9.22 µM]
GAA spleen mod	-2%	-9%	8%	-2%	-6%	4%
GAA inhib	?	-3%	/	/	4%	-8%
HTT ATP protect	-14%	5%[10 µM]	-10%	-2%[10 µM]	-4%	4%[10 µM]
CBFb RUNX1 block	1%	1%	/	2%	1%	-6%
Lamin A splicing	7%	-3%	?	/	9%	/

7: Nc1nc(CC(=O)O)cs1
8: O=S(=O)(Nc1ccc(Cc2ccncc2)cc1)c1ccc(Br)cc1
9: Cc1csc(=NC(=O)c2ccccc2)n1Cc1ccco1
10: COc1ccc(NC(=O)CSc2nc(C)cs2)cc1OC
11: CCCOc1ccccc1N1C(=O)CC(N(O)c2ccccc2)C1=O (stereo not drawn)
12: CCOc1cc(NC(=S)NCCCN2CCOCC2)c(OCC)cc1NC(=O)c1cccc(C)c1
assay / entry	7	8	9	10	11	12
GAA glycogen mod	/	-1%	-6%	6%	-4%	-11%
HttQ103 aggreg	/	?	12%	-10%	8%[9.22 µM]	-4%[9.22 µM]
GAA spleen mod	-1%	2%	-8%	-7%	1%	0%
GAA inhib	/	-3%	0%	-5%	2%	-11%
HTT ATP protect	1%	-19%	-4%[10 µM]	-4%[10 µM]	25%[10 µM]	1%[10 µM]
CBFb RUNX1 block	-10%[21.7 µM]	0%	-2%	2%	1%	1%
Lamin A splicing	/	3%	3%	2%	/	16%[46 µM]

Arranged by SMILES length (largest number first): some entries from above.
12: CCOc1cc(NC(=S)NCCCN2CCOCC2)c(OCC)cc1NC(=O)c1cccc(C)c1
4: CCCCNC(=O)C1CCCN(S(=O)(=O)c2c(C)noc2/C=C/c2cccs2)C1 (stereo not drawn)
6: O=C(C1=C(O)C(=O)N(c2nccs2)C1c1ccccc1)c1cc2ccccc2o1 (stereo not drawn)
8: O=S(=O)(Nc1ccc(Cc2ccncc2)cc1)c1ccc(Br)cc1
11: CCCOc1ccccc1N1C(=O)CC(N(O)c2ccccc2)C1=O (stereo not drawn)
3: N#Cc1cccc(-c2nccc(NCc3cccs3)n2)c1
10: COc1ccc(NC(=O)CSc2nc(C)cs2)cc1OC
7: Nc1nc(CC(=O)O)cs1
assay / entry	12	4	6	8	11	3	10	7
GAA glycogen mod	-11%	2%	-6%	-1%	-4%	/	6%	/
HttQ103 aggreg	-4%[9.22 µM]	-19%[9.22 µM]	1%[9.22 µM]	?	8%[9.22 µM]	/	-10%	/
GAA spleen mod	0%	-2%	4%	2%	1%	8%	-7%	-1%
GAA inhib	-11%	/	-8%	-3%	2%	/	-5%	/
HTT ATP protect	1%[10 µM]	-2%[10 µM]	4%[10 µM]	-19%	25%[10 µM]	-10%	-4%[10 µM]	1%
CBFb RUNX1 block	1%	2%	-6%	0%	1%	/	2%	-10%[21.7 µM]
Lamin A splicing	16%[46 µM]	/	/	3%	/	?	2%	/

(continued)
13: CNc1oc(-c2ccc(Cl)cc2)nc1P(=O)(c1ccccc1)c1ccccc1
14: Cc1ccc(-c2nnc(N3CCN(C(=O)Cn4c(=O)n(C)c5ccccc54)CC3)c3ccccc23)cc1
15: CCn1nc(C)c(/C=N/NC(=O)Cc2ccc(Cl)cc2)c1C
16: Cc1[nH]n(-c2ccccc2)c(=O)c1/C=C1/C=c2ccccc2=N1
17: CCCSc1nc2c(cnn2-c2ccc(C)cc2)c(=O)[nH]1
18: O=C(CSc1nnc(NC(=O)c2ccco2)s1)Nc1ccccc1
assay / entry	13	14	15	16	17	18
GAA glycogen mod	-29%	-15%	2%	9%	4%	-21%
HttQ103 aggreg	7%	?	-5%	-15%	5%	-3%
GAA spleen mod	-1%	-8%	3%	-7%	-1%	2%
GAA inhib	8%	-2%	-1%	-2%	1%	-2%
HTT ATP protect	-68%[inhibitor]	-6%	0%[10 µM]	4%	-13%	9%
CBFb RUNX1 block	2%	-3%	8%	-22%	9%	9%
Lamin A splicing	2%	?	?	-4%[9.22 µM]	-2%	10%[46 µM]

19: CC(C(=O)Nc1cccc(S(=O)(=O)N2CCOCC2)c1)N1CCN(c2ccc(F)cc2)CC1 (stereo not drawn)
20: CCCCCCC(C)OC(=O)c1ccccc1C(=O)O (stereo not drawn)
21: C[N+]1(C2CCC3CCCC2C3O)CCCCC1 (stereo not drawn)
22: COc1ccccc1-c1ccc(=O)n(CC(=O)NCc2ccc3c(c2)OCO3)n1
23: O=c1c2ccccc2nc2n1C(CSc1ccc(Cl)cc1)CN2 (stereo not drawn)
24: O=C(Nc1ccc(S(=O)(=O)Nc2ncccn2)cc1)c1ccccc1NS(=O)(=O)c1ccc(F)cc1
assay / entry	19	20	21	22	23	24
GAA glycogen mod	-4%	6%	3%	1%	8%	3%
HttQ103 aggreg	-27%	-13%[9.22 µM]	-10%[9.22 µM]	15%	9%	11%
GAA spleen mod	5%	-2%	7%	0%	1%	-7%
GAA inhib	0%	3%	8%	-31%	8%	6%
HTT ATP protect	-26%	-10%[10 µM]	-3%[10 µM]	0%	-10%	-60%[inhibitor]
CBFb RUNX1 block	-5%	8%	-2%	7%	-6%	0%
Lamin A splicing	18%[46 µM]	/	?	13%	-6%	?

25: CCC(CC)C(=O)c1c[nH]c(C(=O)O)c1
26: Cc1cc2occ(CC(=O)NCc3cccs3)c2cc1C(C)C
27: COc1ccc(NC(=O)c2noc(C(C)C)c2[N+](=O)[O-])cc1
28: O=c1cc(N2CCc3ccccc32)[nH]c(=O)n1-c1ccc(Br)cc1
29: O=C(COC(=O)c1ccccc1C(=O)N1CCN(c2ccc(F)cc2)CC1)NCc1ccccc1
30: COc1ccccc1/C=C\C(=O)NCC(=O)N/N=C(\C)Cc1ccccc1
assay / entry	25	26	27	28	29	30
GAA glycogen mod	1%	-3%	0%	?	1%	7%
HttQ103 aggreg	0%	-14%	-10%	-10%	30%	7%[9.22 µM]
GAA spleen mod	4%	-2%	-3%	0%	-18%	-3%
GAA inhib	-3%	-4%	?	0%	5%	/
HTT ATP protect	-7%	32%[0.074 µM]	-12%	-8%[10 µM]	9%	22%[10 µM]
CBFb RUNX1 block	-12%	10%	-1%	-8%	1%	-3%
Lamin A splicing	/	-9%	?	-12%	?	/

31: COc1ccc(S(=O)(=O)N2CCOCC2)cc1NC(=O)CN1CCC(Cc2ccccc2)CC1
32: CCOc1ccc(NC(=O)c2ccccc2NC(=O)CN2CCN(C(C)=O)CC2)cc1
33: CN(NC(=O)CN1C(=O)c2ccccc2C1=O)C1=NS(=O)(=O)c2ccccc21
34: CC(Oc1ccc(Cl)cc1Cl)C(=O)/C=C/N(C)C (stereo not drawn)
35: CC1=NNC(=O)C1C(c1ccccc1)C1C(=O)NN=C1C (stereo not drawn)
36: COc1cc(OC)nc(S(C)(=O)=O)n1
assay / entry	31	32	33	34	35	36
GAA glycogen mod	-1%	-3%	10%	-2%	13µM*	9%
HttQ103 aggreg	-13%	22%	20%	8%	5%	6%
GAA spleen mod	-10%	7%	-4%	-10%	1%	-4%
GAA inhib	?	-10%	1%	-4%	?	3%
HTT ATP protect	-29%[10 µM]	-29%[10 µM]	/	-21%	-1%[10 µM]	/
CBFb RUNX1 block	-3%	5%	1%	-1%	-8%	2%
Lamin A splicing	?	4%	/	2%	/	?

37: N#Cc1c(-c2ccc(F)cc2)cc(-c2ccccc2)nc1SCC(=O)NCC(=O)O
38: Cc1ccc(CNC(=O)CCCCn2c(=O)[nH]c3ccsc3c2=O)cc1
39: CCc1nnc(NC(=O)c2oc3cc(C)c(C)cc3c2C)s1
40: CCOC(=O)N1CCN(c2c(N3CC=C(c4ccccc4)CC3)c(=O)c2=O)CC1
41: CC(C)CC(=O)c1c[nH]c(C(=O)N2CCN(Cc3ccccc3)CC2)c1
42: CC(=O)Nc1ccccc1NC(=O)C/C(C)=N/NC(=O)c1ccccn1
assay / entry	37	38	39	40	41	42
GAA glycogen mod	-17%	-3%	-3%	19%	3%	?
HttQ103 aggreg	7%[9.22 µM]	11%	-4%	4%	11%	8%[9.22 µM]
GAA spleen mod	1%	2%	2%	-1%	4%	1%
GAA inhib	-6%[15.4 µM]	6%	-6%	2%	7%	8%
HTT ATP protect	7%[10 µM]	-22%	/	-21%	9%[10 µM]	20%[10 µM]
CBFb RUNX1 block	-2%	10%	?	-3%	2%	-1%
Lamin A splicing	/	2%[46 µM]	10%	11%	?	/

43: COC(=O)CSc1[nH]c2cc(C)ccc2c1[N+](=O)[O-]
44: N#CCC(CNc1ncc(C(F)(F)F)cc1Cl)OC(=O)c1ccc(Cl)cc1Cl (stereo not drawn)
45: CC(=O)c1sc(NC(=O)CCOc2ccccc2)nc1C
46: Cc1ccc2nc3c(cc(C#N)c(=O)n3CC3CCCO3)c(=O)n2c1 (stereo not drawn)
47: O=C(Nc1ccc2c(c1)OCO2)C1CCN(C(=O)c2cccs2)CC1
48: COc1ccc(C2NCCc3c2[nH]c2ccccc32)cc1COc1ccc(F)cc1 (stereo not drawn)
assay / entry	43	44	45	46	47	48
GAA glycogen mod	-11%	-17%	3%	8%	11%	-4%
HttQ103 aggreg	-1%[9.22 µM]	1%	-1%	-1%	14%	24%
GAA spleen mod	3%	-7%	-2%	17%	-3%	-10%
GAA inhib	1%	?	-14%	?	-1%	6%
HTT ATP protect	16%[10 µM]	2%[10 µM]	-56%[inhibitor]	2%	8%[10 µM]	-22%[10 µM]
CBFb RUNX1 block	21%	22%	0%	2%	-1%	-1%
Lamin A splicing	14%[46 µM]	?	?	5%	-8%	-18%
